Abeta rescue: compounds reversing amyloid beta toxicity in yeast; yeast expressing A-beta42, growth rescue, OD600, 48 h; response scale: 0% DMSO, 100% iron-clioquinol control; Potency, µM (highest dose often 46.1 µM), for the others: top-dose growth rescue, most hits filed as activators; actives 0.063% (n = 410,000); further: potency means the concentration at half of the fitted maximal effect; nearly all actives have a fitted effect of over 55% in size
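Growth rescue measured by 600 nm absorbance after 48 h yeast culture at 30 C with compound. Values normalized between DMSO and an equimolar ferric chloride plus clioquinol control.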
EPAC1 antagonist: EPAC1 (human) antagonism; Potency, µM (series often up to 115 µM), for inactives: top-dose activity change, negative = inhibition, most hits filed as inhibitors; actives 0.14% (n = 360,000); EPAC1 GEF assay, Rap1b-BODIPY-GDP exchange fluorescence; O95398;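 further: potency means the concentration at half of the fitted maximal effect; plate controls were vehicle for no effect and positive control for full effect; nearly all actives have a fitted effect of over 50% in size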
Target sequence (O95398 whole entry, looked up): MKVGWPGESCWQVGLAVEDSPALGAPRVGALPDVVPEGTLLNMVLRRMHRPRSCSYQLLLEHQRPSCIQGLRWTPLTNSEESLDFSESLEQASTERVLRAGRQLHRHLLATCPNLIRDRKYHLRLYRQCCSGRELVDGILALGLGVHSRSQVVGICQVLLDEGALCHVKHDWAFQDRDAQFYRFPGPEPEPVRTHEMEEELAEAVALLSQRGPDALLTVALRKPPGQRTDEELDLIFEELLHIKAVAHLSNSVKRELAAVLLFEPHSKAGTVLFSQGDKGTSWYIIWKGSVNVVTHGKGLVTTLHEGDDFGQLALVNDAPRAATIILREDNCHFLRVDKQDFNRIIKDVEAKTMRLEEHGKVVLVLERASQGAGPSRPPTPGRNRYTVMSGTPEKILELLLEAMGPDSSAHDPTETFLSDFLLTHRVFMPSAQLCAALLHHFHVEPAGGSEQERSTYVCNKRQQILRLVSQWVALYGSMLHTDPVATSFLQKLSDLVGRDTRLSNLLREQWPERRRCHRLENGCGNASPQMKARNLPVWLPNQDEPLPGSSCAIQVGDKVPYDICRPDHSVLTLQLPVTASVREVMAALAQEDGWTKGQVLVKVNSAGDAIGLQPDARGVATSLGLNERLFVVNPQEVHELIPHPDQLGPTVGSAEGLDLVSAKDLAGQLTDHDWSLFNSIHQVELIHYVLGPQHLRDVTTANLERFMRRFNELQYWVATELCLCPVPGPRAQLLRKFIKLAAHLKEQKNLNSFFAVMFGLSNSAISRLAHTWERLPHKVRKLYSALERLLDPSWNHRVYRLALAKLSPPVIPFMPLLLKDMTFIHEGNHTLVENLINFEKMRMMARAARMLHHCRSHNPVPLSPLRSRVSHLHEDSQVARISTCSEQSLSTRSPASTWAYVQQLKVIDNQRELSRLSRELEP
PI5P4Ka inh: blocks human PI5P4K alpha kinase activity | PI5P4Kalpha enzyme, ADP-Glo luminescence, 60 min; active compounds read low | max response, % | actives 1.2% (n = 330,000); active means max response of -50% or lower; inconclusive means between -30% and -50%; inactive means -30% or higher; further: value at the top dose of about 77 µM; on the % scale 0 is the no-effect control and ±100 the full control effect
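Enzyme plus substrate dispensed, test compounds pinned in, then ATP (5 microM final) added. After 60 min at RT, ADP-Glo reagent 1 for 45 min and reagent 2 for 30 min preceded luminescence imaging.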
WRN inhibitor: blocks human WRN helicase; Potency, µM (doses to about 114 µM), for inactives: at the highest dose activity change, negative = inhibition, actives largely listed as inhibitors; AID 651768; actives 0.46% (n = 360,000); Q14191; WRN helicase unwinding, fluorescent forked duplex, kinetic; further: potency means the concentration at half of the fitted maximal effect; on the % scale 0 is the no-effect control and ±100 the full control effect; nearly all actives have a fitted effect of over 55% in size
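Primary qHTS, 1536-well format. 20 nM WRN + compound, 15 min RT; start with 100 nM forked fluorophore/quencher duplex, 2 mM ATP (final); kinetic read ex 525/em 598 nm.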
aSyn yeast inh: inhibitors of alpha-synuclein toxicity in yeast | Potency, µM (titrated, usually from 46.1 µM), for the others: at the highest dose growth rescue (activation), usual class: activators | AID 652106 | actives 0.14% (n = 370,000) | Yeast expressing alpha-synuclein, growth rescue, BacTiter-Glo, 24 h; further: potency means the concentration at half of the fitted maximal effect; % of control where 0% means no effect; nearly all actives have a fitted effect of over 65% in size
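Galactose-induced alpha-syn yeast (OD600=0.02, raffinose-pregrown) + pinned cpd, 24 hr, 30 deg C; growth by BacTiter-Glo luminescence. Growth restoration scores as activation.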
EPAC1 agonist: EPAC1 (human) agonism; O95398; EPAC1 agonist qHTS, biochemical assay; response scale: 100% = response to 6.5 mM cAMP; Potency, µM (series often up to 154 µM), for inactives: at the top dose activation, actives largely listed as activators; actives 0.073% (n = 360,000); further: potency means the concentration at half of the fitted maximal effect; nearly all actives have a fitted effect of over 60% in size
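Normalized to 6.5 mM cAMP, activity reflects EPAC1-catalysed release of BODIPY-GDP from Rap1B, followed kinetically over 30 min at 480 nm excitation, 540 nm emission. Reaction contained 100 nM EPAC1, 250 nM Rap1B-BODIPY-GDP, 50 uM GDP.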
PLK1 PBD block: PLK1 (human) polo-box domain binding inhibition; P53350; Plk1 PBD binding of FITC phosphopeptide, fluorescence polarization; Potency, µM, without a hit: max response, negative = inhibition, most hits filed as inhibitors; actives 2.8% (n = 360,000); AID 720504; further: potency means the concentration at half of the fitted maximal effect; series mostly up to about 57 µM; on the % scale 0 is the no-effect control and ±100 the full control effect; nearly all actives have a fitted effect of over 65% in size
IL2 activator: activators of IL-2; IL-2 activation reporter assay, cell-based qHTS; stimulated with anti-CD3/CD4/CD28 beads; in transgenic mouse T cells; activation, % (series mostly up to about 46 µM); actives 0.065% (n = 360,000); AID 652025; in the data active means activation above about 50%; inconclusive means mostly about 30% to 49%; further: 0% is about no effect
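Screening format: compound pinned onto unstimulated transgenic mouse T cells, 60 min incubation, then anti-CD3/anti-CD4/anti-CD28 bead stimulation for 18 hours at 37 degrees C, followed by EGFP and DsRed detection.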
FUS suppressor: FUS proteinopathy suppression in yeast; S. cerevisiae FUS-expressing, growth rescue, OD600, 24 h; Potency, µM (doses to about 76.6 µM), inactives show top-dose growth rescue (activation), usual class: activators; actives 0.24% (n = 390,000); AID 1347120;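 further: potency means the concentration at half of the fitted maximal effect; plate controls were DMSO vehicle for no effect and reference control for full effect; nearly all actives have a fitted effect of over 55% in size; some results filed as inactive show a strong effect at the top dose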
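Quantitative HTS measuring growth restoration of FUS-toxic yeast. Galactose-induced cells (OD 0.005) were exposed 24hr at 30C to compounds at several concentrations, then absorbance at 600 nm was recorded.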
* marks the source's active call; other numbers are inactive results; ? = inconclusive; / = no result given; [ ] = dose if it differs, or a comment. Unless noted, the call rests on the fitted dose curve; in most records, active means well fitted curve in the direction sought with a large enough effect; inconclusive means small, poorly fitted or top-dose-only effect, or another doubt; inactive means no such curve, though single readings can be large; an effect the other way counts as inactive or inconclusive.

canonical_smiles | Abeta rescue | EPAC1 antagonist | PI5P4Ka inh | WRN inhibitor | aSyn yeast inh | EPAC1 agonist | PLK1 PBD block | IL2 activator | FUS suppressor
COc1ccc(OC)c(S(=O)(=O)N2CCCC(N3CCN(c4ccccc4)CC3)C2)c1 (stereo not drawn) | -13% | -13% | 0 | 3%[57.1 µM] | 1% | -2% | 0% | -1.6 | -5%
Cc1[nH]c2ccc(C(C)C)cc2c1CC(=O)O | -14% | 10% | -7 | -8% | 3% | 4% | -15% | -0.1 | 46%
Cc1cccc(Nc2ncc3c(n2)CC(c2ccco2)CC3=O)c1 (stereo not drawn) | -1% | 4% | -9 | 2% | 6% | -8% | -3% | -0.9 | 13%
CC(=O)Nc1ccc(C(=O)COC(=O)C2CCCCC2)c(F)c1 | -22% | -12% | 7 | -9% | -26% | 10% | -1% | -3.3 | /
COc1cccc(O)c1CN1CCC(C(=O)Nc2ccc(-c3cccc(C)c3)cc2)CC1 | 2% | -8% | -1 | -9% | -13% | 19% | -4% | 1.1 | 27%
Cc1ccc(N(CC(=O)NCc2cccnc2)S(C)(=O)=O)cc1C | -1% | 0% | 0 | -7% | 7% | 2% | -11% | -0.6 | 12%
CN=C1CC(SC)=C1c1ccc(C)cc1 | -2% | -26% | 8 | 2% | 0% | 3% | ? | -0.2 | 2%
CCCCCCn1c(CN2CCN(CCO)CC2)nc2c1c(=O)n(C)c(=O)n2C | -8% | 4% | 1 | -1% | 3% | -10% | -4% | -1.8 | -15%
CCOC(=O)C1CCN(C(=O)CN(C)S(=O)(=O)c2cc(C)ccc2OC)CC1 | -3% | 2% | / | 5% | 0% | 5% | -24% | -1.8 | 26%
O=C(CC1C(=O)NCCN1Cc1cccc(Oc2ccccc2)c1)NCCc1cscn1 (stereo not drawn) | -7% | -1% | -10 | -1% | 10% | -9% | -30% | 0.2 | 9%
CCCc1nc2oc(C(=O)c3ccccc3)c(N)c2c2c1COC(C)(C)C2 | 6% | 5% | -2 | 0% | 0% | -1% | 0% | 0.0 | -13%
CCOC(=O)[C@]12CCCC=C1N(Cc1cccc3ccccc13)C(=O)[C@H](CC(=O)NCCCN1CCCC1=O)C2 | -2% | 18% | -1 | -2% | 10% | -3% | -1% | 0.1 | ?
COc1ccc(CCC(=O)NC2CCCCC2)cc1 | 15% | 8% | 2 | 4% | 0% | -2% | -1% | -2.3 | 17%
Cc1cccc(C)c1OCc1cc(C(=O)N(Cc2nccn2C)C(C)C)no1 | 3% | -7% | 1 | -19% | 2% | 6% | -6% | -3.9 | /
COc1cc(CC(=O)OCC(=O)Nc2ccc3c(c2)OCCO3)cc(OC)c1OC | -12% | -11% | 0 | -2% | -3% | 10% | -18% | 0.8 | -10%
Cc1cc(Cl)ccc1Oc1ncnc2oc(-c3ccccc3)cc12 | 17% | -13% | 7 | -30% | -2% | 12% | -7% | 3.4 | -27%
c1ccc(-c2cc3ncccc3cn2)cc1 | -27% | 8% | -2 | 0% | 6% | 7% | -9% | -0.1 | -14%
CN1CCN(S(=O)(=O)c2cccc(C(=O)NCCC3=CCCCC3)c2)CC1 | 5% | -5% | 4 | -17% | -2% | 3% | -7% | -0.2 | 9%
O=C(O)CN1CCN(Cc2ccccc2F)C1=O | -4% | -11% | -1 | 1% | -7% | 5% | -2% | 0.1 | 2%
Cc1ccc(O)c(NC(=O)c2onc(C)c2Cl)c1 | -17% | 18% | 2 | 3% | -20% | 10% | -10% | 0.6 | -7%
CC(=O)Nc1ccc(NC(=O)COC(=O)Cc2c[nH]c3ccccc23)cc1 | 20% | 2% | 4 | -26% | 6% | 4% | -12% | -0.1 | /
COc1ccccc1N1C(=O)C=C(Sc2nc(C)cc(C)n2)C1=O | -94%[inhibitor] | 3% | -57* | ? | 7% | -5% | 3µM* | -2.7 | ?
O=C(CSc1nnc(-c2cccnc2)n1-c1ccccc1)Nc1ccccc1 | -10% | 21% | / | -9% | 4% | 4% | -22% | -2.5 | 18%
Cn1cc(/C=N/n2cnc3scc(-c4ccc(Cl)cc4)c3c2=O)c2ccccc21 | 13% | 4% | 3 | 2% | 13% | -3% | 1% | -1.4 | 21%
CCc1cc2c(=O)n(Cc3ccco3)c(SCC(=O)NCC3CCCO3)nc2s1 (stereo not drawn) | -3% | 5% | -2 | -5% | 6% | 2% | -10% | -3.5 | 4%
Cc1ccc(-c2nc(S(=O)(=O)c3ccccc3)c(SCC(=O)NCC3CCCO3)o2)cc1 (stereo not drawn) | 8% | -8% | -4 | 0% | 2% | -5% | -25% | -0.1 | 3%
Cc1noc(C)c1C(=O)Nc1nc(-c2ccc([N+](=O)[O-])cc2)cs1 | -14% | 6% | -19 | -26% | -5% | -3% | -10% | -2.9 | /
Cc1ccc(C)c(N(C)C(=O)CCS(=O)(=O)c2cccc3nonc23)c1 | -1% | -26% | 2 | -2% | ? | -1% | -27% | -2.4 | -8%
CC(C)(C)c1cc(C(=O)NN)n(Cc2ccc(F)cc2)n1 | 9% | -4% | -1 | -8% | 0% | 1% | 2% | 3.9 | 15%
O=C(OCc1nc2ccccc2s1)C1CCN(S(=O)(=O)c2cccs2)CC1 | 7% | 0% | -1 | 1% | 8% | 10% | 1% | -0.9 | 20%
Cc1ccc(C(=O)/C=C2\NCCNC2=O)cc1 | -22% | 15% | ? | 9%[57.1 µM] | -14% | -6% | -4% | -1.9 | 6%
COCCNC(=O)/C(C#N)=C/c1c(N2CCN(c3ccccc3)CC2)nc2c(C)cccn2c1=O | -15% | -14% | 1 | 23% | 0% | 3% | ? | 0.1 | 20%
Cc1ccc(NC(=O)COC(=O)CN2CCSC2=O)cc1F | -4% | 15% | -2 | 15% | 7% | -15% | 4% | -2.0 | -14%
NNC(=O)c1cc2cc(OC(F)(F)F)ccc2[nH]1 | -34% | -4% | -1 | -3% | 1% | -7% | 2% | -5.0 | 19%
CCN(CC(=O)Nc1ccc2c(c1)OCO2)S(=O)(=O)c1ccccc1 | 2% | 8% | -4 | 2% | 6% | 4% | 3% | -0.6 | 6%
C/C(=N\NC(=O)c1cc(Br)ccc1O)c1ccccn1 | ? | 11% | 7 | -4% | 4% | -3% | -4% | -3.5 | -24%

Exported with two lines to a compound: 3 of the compounds above
Fields – Abeta rescue, EPAC1 antagonist, PI5P4Ka inh, WRN inhibitor, aSyn yeast inh, EPAC1 agonist, PLK1 PBD block, IL2 activator, FUS suppressor
O=C(OCc1nc2ccccc2s1)C1CCN(S(=O)(=O)c2cccs2)CC1
    7%, 0%, -1, 1%, 8%, 10%, 1%, -0.9, 20%
CC(C)(C)c1cc(C(=O)NN)n(Cc2ccc(F)cc2)n1
    9%, -4%, -1, -8%, 0%, 1%, 2%, 3.9, 15%
C/C(=N\NC(=O)c1cc(Br)ccc1O)c1ccccn1
    ?, 11%, 7, -4%, 4%, -3%, -4%, -3.5, -24%

(continued)
canonical_smiles | Abeta rescue | EPAC1 antagonist | PI5P4Ka inh | WRN inhibitor | aSyn yeast inh | EPAC1 agonist | PLK1 PBD block | IL2 activator | FUS suppressor
S=C(NCc1ccco1)Nc1cccc(Cl)c1Cl | ? | -22% | 4 | -7% | 0% | 5% | -9% | 0.1 | 34%
CCOC(=O)NC(=O)CSc1ccc(S(=O)(=O)N2CCCCC2)cn1 | -2% | -6% | -3 | 0% | -1% | -12% | -26% | -0.2 | 9%
Cc1coc2c(C)c3oc(=O)c(CC(=O)N[C@@H](CC(C)C)C(=O)O)c(C)c3cc12 | 7% | 10% | -1 | 1% | -1% | 9% | -2% | -2.2 | 23%
COc1ccccc1OCCNC(=O)CN1C(=O)NC2(CCCCC2)C1=O | 3% | 16% | 2 | -7% | 0% | 18% | -2% | -0.6 | -7%
CC(C)(COC(=O)Nc1ccccc1)COC(=O)Nc1ccccc1 | 9% | ? | 3 | -7%[57.1 µM] | 8% | 2% | -16% | -3.4 | 12%
CC(C)SCCCOc1ccc(C(C)(C)C)cc1 | 23% | 9% | 12 | -1% | 1% | 1% | 4% | 0.4 | -25%
CCC(C)(C)NC(=O)CN(Cc1cccs1)C(=O)CNS(=O)(=O)c1ccc(F)cc1 | 3% | -3% | 10 | 0% | 2% | -20% | 2% | 0.8 | -9%
CSc1nn(-c2ccc(C(=O)OCC(=O)NC(=O)NC(C)C)cc2)c(=S)s1 | 25% | -6% | 2 | -11% | 26% | 3% | -6% | 0.3 | 31%
Cc1nc2ccccn2c1/C(O)=C1\C(=O)C(=O)N(CCN(C)C)C1c1cccnc1 (stereo not drawn) | 14% | 12% | -4 | 5% | -17% | -2% | -5% | 0.3 | -24%
O=C(O)Cc1sc(-c2cccnc2)nc1-c1ccc(Br)cc1 | -12% | 11% | ? | -24% | 6% | 0% | ? | -0.7 | ?
CC(C)CCNC(=O)NC(=O)CSc1nnc(-c2ccccc2Br)o1 | 8% | 20% | / | -14% | 15% | -3% | -3% | 3.5 | 29%
COc1cc(C(=O)c2ccccc2)c([N+](=O)[O-])cc1OC | -9% | -3% | 1 | 0% | -4% | -9% | -6% | -0.7 | 1%
O=c1c2[nH]c3ccc(Cl)cc3c2ncn1Cc1ccccn1 | 10% | 0% | -8 | 2% | 1% | 0% | -7% | -2.1 | /
CN(C)c1ncc(CN2CCC(C(=O)Nc3ccc(-n4cccn4)cc3)CC2)s1 | 4% | -16% | 6 | -8% | -1% | 0% | 4% | 0.1 | /
COc1ccccc1C(=O)NC(=S)Nc1ccc(Cc2ccncc2)cc1 | -16% | -1% | 0 | 7% | 13% | 3% | -16% | -0.6 | -6%
NC(=O)c1cc(S(=O)(=O)NCCCc2ccco2)cs1 | -14% | -6% | -8 | -1% | 2% | -6% | 4% | 1.8 | -12%
COc1ccc(CCNC(=O)Cc2cc3c(cc2[N+](=O)[O-])OCO3)cc1OC | 0% | -1% | 5 | -2% | -3% | -2% | 1% | -2.3 | /
O=C(c1ccc(CS(=O)Cc2cccc(Cl)c2)o1)N1CCN(c2ccc(F)cc2)CC1 (stereo not drawn) | 11% | 3% | 9 | -7% | 3% | 4% | -3% | 0.2 | 23%
CCCc1nc([N+](=O)[O-])c(S(=O)(=O)c2ccccc2)n1CC(C)C | 6% | -19% | 12 | -1% | -5% | 0% | -23% | -3.9 | 1%

Bioassay records deposited in PubChem BioAssay by National Center for Advancing Translational Sciences (NCATS).
